Source: PubChem (several laboratories)
L major viab: Leishmania major promastigote growth inhibition | AID 1063 | Leishmania major promastigotes, resazurin fluorescence viability | inhibition, % at 10 µM | 200,000 compounds, 9% hits; in the data active = inhibition above about 50%;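 also: promastigotes grown with compound for 44 hours at 28 °C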
Redox H2O2 prof: compounds producing H2O2 with reducing agent – biochemical, NIH compound library profiling, artefact control for MLSCN library redox annotation, primary screen; DTT-dependent redox cycling H2O2, phenol red/HRP absorbance; 100% = 100 µM peroxide control, 0% = buffer; activation, % at 10 µM; 200,000 compounds, 0.03% hits; AID 878;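 active = activation of at least 50% relative to the plate's high and low controls in the primary single-dose screen; inactive = activation below 50%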;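 also: compound incubated with DTT at 0.8 mM final as the reducing agent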
S1P3 antag: antagonists of human S1P3 receptor; Q99500; CHO S1P3 NFAT-BLA reporter, FRET fluorescence, antagonist mode; inhibition, % at 4.98 µM; 170,000 compounds, 0.27% hits;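 active = inhibition above the plate cutoff, the mean inhibition of test wells on that plate plus 3 SD, cut at about 28% in these data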;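 also: cells challenged with S1P at its EC80 of 0.8 µM; blue over green emission ratio from cleaved BLA substrate after 4 h stimulation; 0% = S1P-stimulated wells and 100% = unstimulated DMSO-only wells; some compounds past the cut are filed as inactive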
Target sequence (Q99500 whole entry, looked up): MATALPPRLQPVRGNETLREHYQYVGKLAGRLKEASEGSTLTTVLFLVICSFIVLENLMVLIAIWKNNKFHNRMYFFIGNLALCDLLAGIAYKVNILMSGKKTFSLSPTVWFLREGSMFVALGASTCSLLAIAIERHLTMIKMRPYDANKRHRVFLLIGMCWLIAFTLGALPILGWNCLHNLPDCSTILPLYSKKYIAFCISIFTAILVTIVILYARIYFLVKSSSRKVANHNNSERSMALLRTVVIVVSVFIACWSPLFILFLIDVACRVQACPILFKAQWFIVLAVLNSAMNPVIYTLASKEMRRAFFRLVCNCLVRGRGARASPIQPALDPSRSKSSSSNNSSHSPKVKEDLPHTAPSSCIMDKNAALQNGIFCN
PMI act: activators of human phosphomannose isomerase | purified human PMI, coupled resazurin fluorescence, 20 min; stronger effect = higher value; 1 = vehicle control, 0 substrate-free wells | activation factor at 20 µM | 190,000 compounds, 0.005% hits;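 active = activation factor of 2 or more at 20 µM, relative to plate controls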
Efa HMGR inh: blocks class II HMG-CoA reductase of Enterococcus faecalis. purified E. faecalis HMGR, NADPH absorbance 340 nm kinetic. inhibition, % at 10 µM. 190,000 compounds, 0.41% hits;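 active = inhibition above a set limit, the median over all tested compounds plus 3 SD, cut at about 9.5% in these data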;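 also: enzyme runs in reverse so mevalonate oxidation gives rising NADPH absorbance; 0% = complete reaction with DMSO and 100% = background rate lacking mevalonate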
PMI act satM6P: increases human PMI activity with near-saturating mannose 6-phosphate; coupled PMI enzyme assay, resazurin fluorescence, 20 min; stronger effect = higher value; 1 = untreated enzyme, 0 = substrate-free blank; P34949; AID 1216; activation factor at 20 µM; 190,000 compounds, 0.34% hits;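 active = activation factor of 2 or more at 20 µM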
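Test system: human PMI in coupled enzyme assay; Input: PMI at 15 ng/mL final; Medium: HEPES buffer, pH 7.4; Schedule: 20 min incubation at room temperature; Technique: resorufin fluorescence at Ex 544/Em 590 nm; Compound: 20 µM single dose; Probe or stimulus: Near-saturating mannose-6-phosphate, 1.0 mM.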
TNAP inh hi DEA: TNAP (human) inhibition, high acceptor; P05186; purified TNAP, CDP-star luminescence, 1 M DEA; inhibition, % at 20 µM; 200,000 compounds, 0.03% hits;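 active = over 50% inhibition of tissue-nonspecific alkaline phosphatase at 20 µM in the single-dose screen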;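 also: plate controls were DMSO wells for no effect and EDTA-quenched wells as full inhibition for full effect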
Target sequence (P05186 whole entry, looked up): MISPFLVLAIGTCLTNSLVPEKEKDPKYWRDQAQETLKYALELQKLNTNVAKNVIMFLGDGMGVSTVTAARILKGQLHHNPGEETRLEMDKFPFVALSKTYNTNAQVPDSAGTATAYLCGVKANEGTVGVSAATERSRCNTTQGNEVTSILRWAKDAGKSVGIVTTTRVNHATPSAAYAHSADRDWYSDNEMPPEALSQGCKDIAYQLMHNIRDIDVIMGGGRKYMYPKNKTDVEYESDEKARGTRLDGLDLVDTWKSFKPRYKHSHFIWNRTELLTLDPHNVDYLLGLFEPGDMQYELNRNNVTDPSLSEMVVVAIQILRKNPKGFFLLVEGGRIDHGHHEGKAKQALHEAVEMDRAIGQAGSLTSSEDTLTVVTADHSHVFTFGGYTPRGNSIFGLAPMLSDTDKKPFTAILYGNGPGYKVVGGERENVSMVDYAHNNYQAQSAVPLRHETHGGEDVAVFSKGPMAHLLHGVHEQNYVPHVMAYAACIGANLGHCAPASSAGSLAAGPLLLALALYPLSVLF
RAM inhibit: inhibitors of the yeast RAM network. S. cerevisiae dse1pr::URA3 reporter, 5-FOA growth OD615, 2 d; analog-sensitive cbk1-as2 kinase mutant strain. AID 868. 190,000 compounds, 1.8% hits. inhibition, % at 50 µM;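 active = inhibition above a set limit, 3 SD over mean compound inhibition, cut at about 8.4% in these data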;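 also: 0% = DMSO-only wells with no growth and 100% = 10 µM 1-NA-PP1 full growth; inhibition rescues growth on 5-FOA so higher OD means more RAM inhibition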
Hsp70 activator: Hsp70 transcriptional activation, primary screen | 200,000 compounds, 0.04% hits | activation, % at 10 µM | HeLa Hsp70 promoter luciferase reporter, luminescence; scaled: vehicle 0, proteasome-inhibitor control 100%;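 active = activation above the mean across all tested compounds plus 3 SD, cutoff set per campaign, cut at about 5.5% in these data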;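 also: 100% = MG132 at 30 µM as the positive control and 0% = DMSO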
TNAP inh no acc: inhibitors of human TNAP without phosphate acceptor; 200,000 compounds, 0.26% hits; AID 1012; inhibition, % at 20 µM; purified TNAP, CDP-star luminescence, 30 min;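 active = tissue-nonspecific alkaline phosphatase inhibition above about 50% at 20 µM in the single-dose screen, limit read from the data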;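 also: 0% = DMSO negative control and 100% = EDTA positive control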
An asterisk follows results filed as active; x = not tested or not shown.

SMILES	L major viab	Redox H2O2 prof	S1P3 antag	PMI act	Efa HMGR inh	PMI act satM6P	TNAP inh hi DEA	RAM inhibit	Hsp70 activator	TNAP inh no acc
Cc1cc(C)nc(SCCn2c(N3CCCCC3)nc3c2c(=O)n(C)c(=O)n3C)n1	0	0.0	x	1	1	1	-3	-0.7	-0.4	-10
COc1ccc2[nH]c(C)c(C(=O)CN3CCN(C(=O)c4ccco4)CC3)c2c1	2	2.4	x	0.9	0	1	-6	0.1	-0.3	-13
CC(CCc1ccccc1)NC(=S)NC1CCCCC1 (centres undefined)	25	0.9	4	1	0	0.9	-7	3.9	-0.2	-29
COc1ccc(CC2(CO)CCN(Cc3cnn(-c4ccccc4OC)c3)CC2)cc1	21	-1.9	-13	1	1	1.1	-7	1.4	-0.1	-12
CC(C)N(Cc1nc(-c2ccc(Cl)cc2)no1)C(=O)C12CC3CC(CC(C3)C1)C2	-3	2.7	-7	0.9	-3	0.9	-6	2.2	-0.3	-7
COc1cc(SC)ccc1C(=O)N1CCN(Cc2ccccc2)CC1	2	-0.4	1	0.9	-3	0.9	-4	1.4	-0.3	-8
O=C(/C=C/c1ccccc1)NCCSCc1ccc(Cl)cc1	3	-0.2	-11	0.9	-1	1	3	1.3	-0.1	-13
Nn1c(SCC(=O)N2CCCCCC2)nnc1-c1ccncc1	6	0.2	x	1.1	-2	1.1	-3	1.6	-0.1	-2
Cc1ccc(C(C(=O)NC2CCCC2)N(C(=O)CCC(=O)Nc2cc(C)on2)c2ccccc2)cc1 (centres undefined)	-5	0.3	x	1.1	-4	1.1	-2	3.3	-0.5	-11
Cc1ccc(Cn2c(SCCN3CCCCC3)nc3c2c(=O)n(C)c(=O)n3C)cc1	99*	-0.6	5	1.1	-3	1	-4	1.5	-0.1	12
CCCn1c(=N)n(CC(=O)O)c2ccccc21	4	1.0	x	x	0	x	x	1.4	-0.1	x
Cc1nc(N[C@@H](Cc2c[nH]c3ccccc23)C(=O)O)c2oc3ccccc3c2n1	3	0.4	x	1.2	1	1	-4	0.3	-0.2	-6
CCCCc1nc(SCC(=O)Nc2ncccn2)n[nH]1	-3	2.4	x	1	0	0.9	1	0.7	0.0	58*
Cc1nc(NC2=NCN(Cc3ccco3)CN2)nc2ccccc12	x	x	-1	1.1	x	1	-7	x	x	-8
Cc1ccccc1-c1nnc(SCCOc2ccc3c(C)cc(=O)oc3c2)o1	3	0.3	x	0.8	1	0.8	-4	1.7	0.0	-2
CC(Sc1n[nH]c(N)n1)C(=O)Nc1ccccc1-c1ccccc1 (centres undefined)	-2	0.5	-11	1	-1	1	5	1.6	-0.4	-7
COc1ccc2[nH]c(C(=O)O)c(NS(=O)(=O)c3ccc(OC)c(OC)c3)c2c1	-2	0.3	-10	0.9	-3	1.1	3	-0.5	-0.4	-3
Cc1cccc2nc(CSc3ncccc3C(=O)O)cn12	-9	-2.7	6	1	-1	0.9	-5	0.1	-0.5	-9
CC(C)Oc1cccc(C(=O)NC(=S)N2CCN(c3ccc(C(F)(F)F)cc3[N+](=O)[O-])CC2)c1	29	-7.8	x	0.9	-2	0.9	0	5.0	-0.2	5
O=c1nc(NCc2ccco2)sc2ncccc12	-4	1.4	-5	1	0	1	-6	0.4	-0.4	-8

Two successive entries already listed, quoted:
SMILES	L major viab	Redox H2O2 prof	S1P3 antag	PMI act	Efa HMGR inh	PMI act satM6P	TNAP inh hi DEA	RAM inhibit	Hsp70 activator	TNAP inh no acc
CC(C)Oc1cccc(C(=O)NC(=S)N2CCN(c3ccc(C(F)(F)F)cc3[N+](=O)[O-])CC2)c1	29	-7.8	x	0.9	-2	0.9	0	5.0	-0.2	5
O=c1nc(NCc2ccco2)sc2ncccc12	-4	1.4	-5	1	0	1	-6	0.4	-0.4	-8

(cont.)
SMILES	L major viab	Redox H2O2 prof	S1P3 antag	PMI act	Efa HMGR inh	PMI act satM6P	TNAP inh hi DEA	RAM inhibit	Hsp70 activator	TNAP inh no acc
O=C(NCCCCNC(=O)c1ccco1)c1ccco1	-5	1.7	-5	1.1	-2	1	-4	-0.2	0.9	-11
O=C(Nc1cccc(S(=O)(=O)N2CCOCC2)c1)[C@@H]1CCCN1S(=O)(=O)c1ccc(Cl)cc1	0	-0.1	0	1	-1	1	-4	1.7	-0.3	-10
Cc1ccc(S(=O)(=O)N2CCC(C(=O)Nc3nnc(C4CCCC4)s3)CC2)cc1	-3	2.1	-7	0.9	-2	0.9	-1	0.7	-0.5	-4
CCc1nnc(NC(=O)CSc2nc3[nH]ncc3c(=O)[nH]2)s1	-4	0.0	-23	1.3	4	1.2	-7	3.1	0.2	-18
CCOc1ccc(N2CC(C(=O)Nc3cc(C)on3)CC2=O)cc1 (centres undefined)	-4	-0.1	-11	0.9	-6	1	2	2.0	-0.3	-11
CC(C)(CO)NCC(=O)Nc1cc(C(F)(F)F)cc(NC(=O)CNC(C)(C)CO)c1Cl	43	x	-7	1	2	0.9	-5	3.0	0.0	-90
O=C(CCC(=O)OCc1cccc([N+](=O)[O-])c1)Nc1ccccc1Cl	-5	-0.7	-23	1.1	2	1.1	-5	2.5	-0.2	-24
CCN(CC)C(=N)N1c2ccccc2CCC1C (centres undefined)	-2	-0.1	-5	1	-2	1	1	-0.5	-0.2	-4
COc1cccc(C(C(=O)NC2CCCCC2)N(C(=O)Cc2cccs2)c2ccc(-n3cnnn3)c(OC)c2)c1 (centres undefined)	2	3.3	x	0.6	-5	1	-4	0.9	-0.3	-5
COc1ccc(/C(N)=N/OC(=O)CN(C)S(=O)(=O)c2ccc(C)cc2)cc1	1	0.1	10	0.8	-3	0.9	-3	7.0	0.1	-2
COc1ccc(NC(=S)N(CCCN2CCOCC2)Cc2cn(C)c3ccccc23)cc1	14	-0.5	12	0.8	-2	0.9	0	3.1	-0.3	-5
CCOc1nc(OCC)nc(N2CCC(C)CC2)n1	-2	0.5	-1	1	-2	1	-3	-0.3	-0.2	-9
O=C(CN1C(=O)c2cccc3cccc(c23)C1=O)N1CCN(Cc2ccc3c(c2)OCO3)CC1	18	-0.5	x	1	1	1	-3	1.3	-0.2	2
Cc1cc(Cl)ccc1Oc1ccccc1C(=O)CC#N	18	-1.3	-17	1	5	0.9	0	-0.1	-0.3	-8
CCc1ccc(NC(=O)c2ccc(Cn3cc([N+](=O)[O-])cn3)cc2)cc1	-4	0.0	16	1.1	-13	1	-1	4.7	-0.2	-7
Cc1cccn2c(=O)c(/C=C(\C#N)S(=O)(=O)c3ccc(Cl)cc3)c(N3CCC(C(N)=O)CC3)nc12	-3	-0.1	x	0.9	3	0.9	-4	7.3	-0.3	2
CCOC(=O)c1[nH]c(C)c(C(=O)NCCc2ccc(OC)cc2)c1C	-4	-2.4	-15	0.9	0	0.9	-4	0.5	-0.4	-14
Cc1ccc(OCCn2cc(C(=O)O)c3ccccc32)cc1	-1	-0.9	-5	1.1	0	1.1	-3	0.0	0.3	-10
CCOc1c(C=C(C#N)C#N)c2ccccc2n1CC	-1	-0.1	-9	1.2	1	1.5	-1	-0.1	-0.4	-14
CCCCOC(=O)c1ccc(NC(=O)c2ccccc2OC)cc1	-2	-0.4	9	0.8	-7	0.8	-8	6.8	-0.1	-7
Cc1ccc(Cl)cc1NC(=S)N(CCCN1CCN(C)CC1)Cc1cccs1	54*	-2.1	15	1	-7	1	-6	1.8	-0.3	-19
CCCOC(=O)/C(=C\C=C\c1ccco1)NC(=O)c1ccccc1	18	-0.7	2	1.6	2	1.8	3	3.2	-0.1	-11
CCOC(=O)N/N=C/c1cc(C)n(-c2cccc3ccccc23)c1C	9	-0.5	8	1	-7	0.9	-4	1.7	-0.3	-31
COCCNC(=O)C(c1ccc(O)cc1)N(C(=O)CCC(=O)Nc1nccs1)c1cccc(C)c1 (centres undefined)	-8	-0.3	8	0.9	1	1	0	1.6	-0.1	-6
COc1ccc(Nc2ccccc2)c(C)c1	0	3.1	-8	0.8	4	0.8	-4	-0.2	-0.4	-10
CCCc1cc(=O)[nH]c(SCC(=O)c2ccc3c(c2)OCCO3)n1	61*	0.0	-4	0.9	1	1	-1	1.9	-0.3	-11
CN(C)CCSc1nc(-c2ccccc2)nc2c1CCC2	8	0.3	2	1	-2	1.1	0	0.1	0.1	6
NS(=O)(=O)c1ccc(-n2cccc2C=O)cc1	-3	8.9	2	1	-3	0.9	1	2.0	-0.4	-3
CC(C)(C)c1cc(CN2CCN(CCC#N)CC2)cc(C(C)(C)C)c1O	15	-1.8	1	0.9	-5	0.9	-6	0.4	-0.2	-3
O=C(c1cccs1)N1CCn2c1nc1ccccc12	-5	8.1	-1	0.9	-10	0.9	-1	0.4	0.1	-6
Cc1nc2sc(C(c3ccco3)N3CCN(c4ccccc4F)CC3)c(O)n2n1 (centres undefined)	40	1.5	-10	1	0	1.1	-10	1.4	-0.5	4
CC(=O)C1=C(C)NC(SCC(=O)c2ccc(Cl)cc2)=C(C#N)C1CC(C)C (centres undefined)	8	0.3	x	1.3	-3	1.7	3	9.1*	0.0	0
C=CCNC(=O)C1CCN(S(C)(=O)=O)CC1	-10	-1.9	0	1.1	0	0.9	-1	0.0	-0.2	-8
COc1ccc(OC)c(CN(CCN2CCOCC2)C(=O)Nc2ccccc2)c1	-5	-0.6	4	1	-4	1	-7	2.0	-0.2	-7
O=C(NCc1ccccc1)C12CC3CC(CC(C3)C1)C2	1	0.2	x	1	0	1.1	-4	1.5	0.0	13
CCc1ccc2[nH]c(=O)c(CN(CCN(C)C)C(=S)NCc3ccco3)cc2c1	0	-0.1	12	1	-1	0.9	-5	-1.5	0.0	-6
Cc1cccc(C(=O)OCc2cnc(Cl)s2)c1	-9	1.9	x	0.8	3	0.8	-1	-1.0	0.1	-1
O=C(NCCCc1ccccc1)c1ccccc1	3	1.2	x	1.1	1	1	-2	0.1	0.3	-10
COCCNC(=O)CN(C(=O)CCC(=O)Nc1cc(C)on1)c1ccc(C)cc1C	2	2.7	-23	1	3	1	-8	0.7	-0.4	-15
Cc1ccc(CSCCNC(=O)c2cccc([N+](=O)[O-])c2)cc1	3	-0.1	-26	1.1	-5	1.1	-5	1.0	-0.3	2
CSc1c(CC(=O)NCCO)n(C)c2ccccc12	-4	2.9	21	1.1	-3	1.1	-6	1.0	-0.2	-13
Cc1[nH]n(-c2ccccc2)c(=O)c1N=Nc1ccccc1C(=O)N1CCOCC1	-1	-0.1	-4	1	0	0.9	13	4.9	-0.1	8
COc1ccc2c(CCNC(=O)c3ccco3)c[nH]c2c1	2	-0.6	5	1.1	-2	0.9	-4	0.6	0.0	5
N#Cc1c(N)nc2c(c1N)CC(C(F)(F)F)O2 (centres undefined)	1	-1.2	-29	0.9	-7	1.1	-6	1.8	-0.3	-10
Cc1ccc(C2(C(F)(F)F)N=C3Sc4cc(C)ccc4N3C(=O)N2)cc1 (centres undefined)	7	2.8	x	1	-2	1	-1	-0.1	-0.1	-3
O=C(COC(=O)CNC(=O)c1cccc([N+](=O)[O-])c1)Nc1ccccc1OC(F)F	2	-0.4	-2	0.8	-2	0.8	-6	1.8	-0.5	-7
